PriA SSB inh: blocks PriA binding to SSB C-terminal tail; AlphaScreen SSBct-PriA binding, biotinylated peptide; inhibition, % at 33 µM; actives 0.6% (n = 430,000); in the data active = inhibition mostly above about 37%, no sharp cut-off; inactive = mostly below about 20%;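 also: plate controls were negative control peptide for no effect and reference peptide for full effect; strong numbers were not always called active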
* hit, by the source's call; & = joins results of further samples.

SMILES	PriA SSB inh
Cc1cc(C)n(CCN2CCN(C(=O)NCc3cccc4ccccc34)CC2)n1	-3
CCOc1cc(NC(C)=O)ncn1	-18
O=C(c1ccco1)N1CCCC(Cc2nc(-c3ccsc3)no2)C1 (configuration not stated)	92
CN(C)c1ncc(NC(=O)c2ccc(Oc3ncccn3)cc2)c(N(C)C)n1	-4
CC(=O)c1sc(NC(=O)C2CCCCN2S(C)(=O)=O)nc1-c1ccccc1 (configuration not stated)	-13
CN1CCN(Nc2ncnc(N)c2[N+](=O)[O-])CC1	-4
O=C(c1ccc2ncsc2c1)N1CCSC(c2ccco2)CC1 (configuration not stated)	-1
COC(=O)c1ccc(Cl)c(-c2ccc(C=NNC(=O)Nc3ccccc3)o2)c1	-10
CCC(=O)NC(N)=Nc1nc(C)c2cc(C)c(C)cc2n1	-8
O=C(Nc1ccccc1)Nc1nc(CCC(=O)N2CCN(Cc3ccccc3)CC2)cs1	-12
Cc1cc(NC(c2cccc([N+](=O)[O-])c2)c2ccc3cccnc3c2O)no1 (configuration not stated)	2
CCn1nnc2c(SCC(=O)NCc3ccco3)ncnc21	0
Cc1cc(NC(=O)C(=O)c2c[nH]c3ccccc23)n(-c2nc3c(c(=O)[nH]2)CCC3)n1	3
C=CCN1C(=O)C(C)(C)COc2ccc(NC(=O)c3ccco3)cc21	17
O=S(=O)(NN=Cc1ccc2c(c1)OCO2)c1ccc(F)cc1	-2
O=C1NC(=S)NC(=O)C1=Cc1ccc(-c2ccc(SC(F)F)cc2)o1	-14
O=C(c1ccc([N+](=O)[O-])s1)N(Cc1cccnc1)c1nc2ccc(Cl)cc2s1	-5
NS(=O)(=O)c1ccc(NN=C2CCCc3ccccc32)c([N+](=O)[O-])c1	10
NC(=O)Cc1csc(NC(=O)c2ccc[nH]c2=O)n1	-17
CC(=NNC(=O)c1c(Cl)c(C)nn1C)c1ccc(NC(=O)C2CCC2)cc1	-3
COc1ccc(C)cc1NC(=O)CSc1ccccn1	56*
O=C(Cn1cnc2ccccc21)Nc1cnn(C2CCOCC2)c1	-30
O=S(=O)(c1ccc(-c2ccc(Cl)c(Cl)c2)cc1)N1CC(n2ccnn2)C1	-22
CC1CCc2c(sc(NC(=O)c3ccno3)c2-c2nc3ccccc3s2)C1 (configuration not stated)	2
CSc1ccccc1NC(=O)C1(c2cccs2)CCCC1	-44
O=C(CN1CCC(C(=O)NCc2c(F)cccc2F)CC1)Nc1ccc(F)cc1	-10&-5
NC(COc1ccc(Cl)cc1Cl)=NO	-1
C[C@](O)(CNC(=O)CC(c1ccccc1)c1ccccc1)c1cc2ccccc2o1	-5
O=C(Cn1cccn1)NCc1ccc(OC(F)(F)F)cc1	3
COC(=O)c1ccc(NC(=O)CSC2=NS(=O)(=O)c3cc(Cl)ccc3N2)cc1	10
Cc1oncc1C(=O)NCC1CCN(Cc2ccsc2)CC1	-13
Cc1noc([C@@H]2CCCN2C(=O)c2cc(-c3ccccc3)n[nH]2)n1	-2
COc1cccc(C(=O)Nc2cc(C)nn2-c2nc3c(cnn3-c3cccc(Cl)c3)c(=O)[nH]2)c1	3
Cc1nc2ccc(NC(=O)c3ccccn3)cc2c(=O)n1-c1ccc(Cl)cc1	-1
COc1ccc(NC(=O)CC(C)=NNC(=O)C(=O)NC(C)C)c(OC)c1	2
O=S(=O)(C1CC1)N1CCN(C[C@H](O)c2ccco2)CC1	-1
O=C(Nc1ccc2c(c1)CCCN2S(=O)(=O)c1cccs1)Oc1ccccc1	11
CCOC(=O)Cn1c(=NC(=O)c2sc3ccccc3c2Cl)sc2cc(F)cc(F)c21	-5
CC1=NC2=C(C(=O)CC(C)(C)C2)[C@@H](c2ccc(C)cc2)C1C(=O)OC1CCCC1 (some centres not stated)	-19
COc1ccc(C(O)=C2C(=O)C(=O)N(CCCn3ccnc3)C2c2ccccn2)cc1C (configuration not stated)	5

Arranged by count of non-hydrogen atoms (ascending): part of the list above
SMILES	PriA SSB inh
O=C(Cn1cnc2ccccc21)Nc1cnn(C2CCOCC2)c1	-30
Cc1nc2ccc(NC(=O)c3ccccn3)cc2c(=O)n1-c1ccc(Cl)cc1	-1
COc1cccc(C(=O)Nc2cc(C)nn2-c2nc3c(cnn3-c3cccc(Cl)c3)c(=O)[nH]2)c1	3

Additional structures follow.
SMILES	PriA SSB inh
CCOc1ccc(NC(=O)c2ccc(F)c(S(=O)(=O)N3CCN(c4cccc(Cl)c4)CC3)c2)cc1	0
O=C(NC1CCC(Oc2cnccn2)CC1)c1cc2ccccc2[nH]1 (configuration not stated)	-10
O=C(c1cccs1)N1CCN(c2nnnn2-c2ccccc2)CC1	-6
Cc1ccc(O)c2cccnc12	8
CCn1ccc(C(=O)Nc2ccccc2S(C)(=O)=O)n1	-3
CCOC(=O)c1sc(N=Nc2c(-c3ccccc3)[nH]n(-c3ccccc3)c2=O)c(C(=O)OCC)c1C	-9
NC(=O)c1ccccc1NC(=O)C1CCN(c2ccc(-c3ccco3)nn2)CC1	-13
CC(Cc1ccoc1)NS(=O)(=O)/C=C/c1ccccc1 (configuration not stated)	-3
CCOC(=O)c1c(-c2ccc(F)cc2)csc1NC(=O)/C(C#N)=C/c1ccc(N(C)C)cc1	-5
O=C(Nc1nc(C(=O)Nc2ccc(S(=O)(=O)Nc3nccs3)cc2)co1)c1ccsc1	-12
O=C(Cc1cccs1)NCc1cccc(Oc2ccc(F)cc2)c1	-7
C[N+](C)=C1C=CC(=CC=C2C=C(C(C)(C)C)OC(C(C)(C)C)=C2)C=C1	38
O=C([C@H]1CCc2nc[nH]c2C1)N1CCN(CCc2ccccc2)CC1	-3
Cc1cc(NS(=O)(=O)c2ccc(NC(=O)CSc3nc4ccccc4[nH]3)cc2)no1	7
COc1ccc(Cl)cc1C(=O)N1CCN(c2nccn2C)CC1	1
O=C(NCCn1nc(C(F)(F)F)cc1C1CC1)c1ccsc1	-8
CC(=O)c1ccc(C(=O)OC2CN(c3nc4ccc(F)cc4s3)C2)cc1	-12
CCOC(=O)c1cccc(C(=O)Oc2ccc3cc(Br)ccc3c2)n1	-7
CSc1ccc(NC(=O)c2sc(-c3ccccc3)nc2C)nn1	-17
CCCCc1ccc(NC(=O)c2cc(-c3ccco3)nc3c2c(C)nn3C2CCS(=O)(=O)C2)cc1 (configuration not stated)	-6
O=C(OC1CN(c2nc3ccccc3s2)C1)C1(c2ccccc2)CCOCC1	-8
O=C(Nc1nc(C(=O)N2CCN(c3cccc(Cl)c3Cl)CC2)co1)C1CC1	-9
Cc1cc(NC(=O)CSc2nnc(-c3cccs3)o2)no1	-12
COC(=O)c1ccsc1NC(=O)CN(C)c1nc2c(C(F)(F)F)cccc2s1	-6
Cc1c(Cl)ccc2sc(N(Cc3ccccn3)C(=O)c3ccco3)nc12	13
CO[C@@H](CNC(=O)CCc1ccccc1Br)c1cccc(F)c1	-18
NC(=NOC(=O)CCC1CCCC1)c1ccc(Br)cc1	-25
O=S(=O)(c1ccc(Br)s1)N1CCSC(c2ccccc2)CC1 (configuration not stated)	-11
Cc1cc(=O)[nH]c(-n2nc(-c3ccccc3)cc2N)n1	-4
CC(C)=CCSc1nnc(C)c(=O)[nH]1	16
O=C(NCCSC1CCOCC1)c1ccc2ccccc2n1	7
COc1ccc(Cl)cc1S(=O)(=O)NCC1CCN(C2CCCC2)CC1	-3
CCS(=O)(=O)c1ccc(O)c(N2C(=O)c3cccc4cccc(c34)C2=O)c1	-7&-4
Brc1ccc2c(c1)cc(-c1nc3ccccc3[nH]1)c1nc3ccccc3n12	6
Cc1nc2sccn2c1-c1nnc(SCC(=O)Nc2cc(C(F)(F)F)ccc2Cl)n1C	-2
CCCCC(=O)N1CCN(CC(F)(F)F)CC1	-7
Cn1c(=O)c2c(NCCCn3ccnc3)ccnc2n(C)c1=O	-2
O=S(=O)(NCCn1ccn2nccc12)c1ccc2c(c1)CCCC2	-31
CC(NC(=O)c1ccccc1)C(=O)NN=Cc1ccccc1 (configuration not stated)	-3
Cc1cc(C)cc(NC(=O)Cn2c(C)cc(C)c(-c3nc(-c4ccc(F)cc4)no3)c2=O)c1	-7

Six entries drawn at random from the list so far:
SMILES	PriA SSB inh
CC(NC(=O)c1ccccc1)C(=O)NN=Cc1ccccc1 (configuration not stated)	-3
Cc1nc2sccn2c1-c1nnc(SCC(=O)Nc2cc(C(F)(F)F)ccc2Cl)n1C	-2
Cc1cc(=O)[nH]c(-n2nc(-c3ccccc3)cc2N)n1	-4
COc1ccc(Cl)cc1S(=O)(=O)NCC1CCN(C2CCCC2)CC1	-3
O=S(=O)(c1ccc(Br)s1)N1CCSC(c2ccccc2)CC1 (configuration not stated)	-11
O=C(Nc1nc(C(=O)N2CCN(c3cccc(Cl)c3Cl)CC2)co1)C1CC1	-9

The listing continues.
SMILES	PriA SSB inh
O=C(NN=Cc1ccccc1C(=O)O)c1cccc(S(=O)(=O)N2CCCCC2)c1	14
COc1ccc(C2C(=C(O)c3ccc(C)cc3)C(=O)C(=O)N2C)cc1 (configuration not stated)	-17
O=C(N1CCC(CSC2=NCCS2)CC1)C1(c2ccccc2)CCOCC1	-19
CN1CCN(CCS(=O)(=O)OCC(F)(F)F)CC1	8
CCC(=O)N1CCc2ccc(NC(=O)CCC3CCCC3)cc2C1	-6
N#CC(=C1Nc2ccccc2N1)c1sc2ccccc2c1Cl	-2
CC(=NNc1ccc2nncn2n1)c1ccco1	0
Cc1ccc(NC(=O)CCCn2nc(-c3cccs3)ccc2=O)cc1F	-2
Cc1cc(C(=O)N2Cc3cnc(N4CCOCC4)nc3C2)c(C)o1	-4
COc1ccc(CCNC(=O)N2CCN(CC(O)C3CC3)CC2)cc1 (configuration not stated)	-17
COc1ccc(CC(=O)N2CCN(c3nc4ccc(OC(F)(F)F)cc4s3)CC2)cc1OC	5
NC(=O)CSc1nnc(NC(=O)c2cccc(C(F)(F)F)c2)s1	0
S=c1[nH]cco1	-5
CCOc1ccc(S(=O)(=O)n2nc(C)cc2C)c(C)c1C	-29
O=C(NCc1ccccn1)C(=O)Nc1ccc(F)cc1	-26
CC(=NN1CCN(c2ccccn2)CC1)c1ccc([N+](=O)[O-])cc1	1
Cn1ccnc1SCc1cc(=O)c(OC(=O)c2ccco2)co1	0
O=S(=O)(Nc1ccc(Nc2ccc(-n3cccn3)nn2)cc1)c1ccccc1Cl	100*
O=C(Nc1cc(Cl)cc(Cl)c1)C1=COCCO1	-16
COCCCNC(=O)Cc1csc(SCc2ccc(Br)cc2)n1	-5

As a short view, some entries already given.
SMILES	PriA SSB inh
O=C(Nc1cc(Cl)cc(Cl)c1)C1=COCCO1	-16
COCCCNC(=O)Cc1csc(SCc2ccc(Br)cc2)n1	-5

The results go on.
SMILES	PriA SSB inh
O=C(Nc1nc(-c2ccccn2)cs1)c1ccc(-c2ccccc2)cc1	-19
CCc1nc2sc(C(c3cccc(C(F)(F)F)c3)N3CCN(C(C)=O)CC3)c(O)n2n1 (configuration not stated)	6
CCOc1ncccc1C(=O)N1CCN(c2ccc(-n3cncn3)nn2)CC1	-6
Cc1cc(=O)[nH]c(SCc2nc(-c3ccc(C(F)(F)F)cc3)no2)n1	-7
NCc1cccc(Oc2ccccn2)c1	8
CC(C)(C)OC(=O)NN=Cc1ccc(Br)cc1	4
Cc1nnsc1C(=O)Nc1ccccn1	3
Cc1cccc(NC(=O)C2Cc3ccccc3OC2=NO)c1 (configuration not stated)	-11
O=C(NCCc1ccc(N2CCCC2)cc1)C(=O)NCc1ccccc1	-26
c1ccc(C2=NCCN2)cc1	-3
Cc1cc(C)c(Cn2c(CCNC(=O)c3ccco3)nc3ccccc32)c(C)c1	-5
Cc1ccc(C(=O)NN=Cc2ccc(OC(=O)c3cccs3)cc2)cn1	0
Cc1cc(=Nc2ccccc2)n2ccsc2n1	-4
COCCN1CCC(CNC(=O)C2CCC2)CC1	4
O=C(Nc1ccc(Cl)cc1F)c1ccc(N2CCCCC2)nn1	-6
O=C(NCc1ccc2c(c1)OCO2)C(=O)NCC1CCN(Cc2ccco2)CC1	-7&-5
Cc1ccc(C)c2sc(N(Cc3ccccn3)C(=O)CCCS(=O)(=O)Cc3ccccc3)nc12	-5
CCOc1ccccc1-n1nnc(-c2nc(-c3cccs3)no2)c1N	-5
Cc1cc(C)n(-c2nc(CCNC(=O)CSc3ccc(F)cc3)cs2)n1	-17
Cc1ccc(C=NNC(=O)C(=O)NN=Cc2ccc(C)o2)o1	-11

Shown in markdown: part of the list above
| Molecule | PriA SSB inh |
| --- | --- |
| COCCN1CCC(CNC(=O)C2CCC2)CC1 | 4 |
| Cc1cc(=O)[nH]c(SCc2nc(-c3ccc(C(F)(F)F)cc3)no2)n1 | -7 |
| c1ccc(C2=NCCN2)cc1 | -3 |
| NCc1cccc(Oc2ccccn2)c1 | 8 |
| Cc1nnsc1C(=O)Nc1ccccn1 | 3 |

Further structures follow.
SMILES	PriA SSB inh
COc1ccc(Nc2cc(C(=O)N3CCSCC3)nc3ccccc23)cc1Cl	13
O=C(Cn1cc(-c2nnc(-c3ccco3)o2)c2ccccc21)N1CCCc2ccccc21	-4&12
O=C(Nc1nc2c(s1)COCC2)c1cc2ccccc2[nH]1	-9
O=C(CCC(=O)Nc1ccc(F)cc1)NN=Cc1ccc(F)cc1	-1
O=C(c1ccccc1F)N1CCC(c2ccsc2)CC1	-6
COc1ccc(C=NNC(=O)Nc2cccc3nsnc23)c(OC)c1	10
CCOC(=O)N1CCN(C(=O)c2cc(=O)c(OCc3ccc(F)cc3)co2)CC1	3
Cc1cc(Cl)ccc1OCC(N)=O	-23&-6
O=C(CC1Sc2ccccc2NC1=O)Nc1cc(Cl)ccc1Cl (configuration not stated)	-2
COc1ccc(-c2ccc(=O)n(CCNC(=O)NC3CCCCC3)n2)cc1OC	-8
Cc1ccc(CN2CCN(N=Cc3ccc(C(=O)O)cc3)CC2)c(C)c1	-6
O=C(NCCn1nc(C2CC2)n(-c2ccccc2)c1=O)c1ccc2ncsc2c1	0
COc1ccc(C2(CNC(=O)C(=O)Nc3ccccc3F)CCCC2)cc1	-4

Source: PubChem (Small Molecule Screening Facility, UW Madison)

The list is partial. The share of hits here may be higher or lower than overall.
